GASC-1 inh: inhibitors of GASC-1 histone demethylase, primary screen, biochemical, fluorescence, DELFIA europium. GST-JMJD2C(1-420) H3K9me3 demethylation. AID 2099, 2009. 330,000 tested, 0.069% active. inhibition, % at 2.35 µM;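 active = more than half of a compound's replicate wells show inhibition beyond 50%, single wells judged on their own value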;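 also: signal counts dimethyl H3K9 product captured on neutravidin plate; 0% = median of DMSO wells and 100% = 0.3 times that DMSO median; strong numbers were not always called active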
Target sequence (Q9H3R0 1-420 limits assumed): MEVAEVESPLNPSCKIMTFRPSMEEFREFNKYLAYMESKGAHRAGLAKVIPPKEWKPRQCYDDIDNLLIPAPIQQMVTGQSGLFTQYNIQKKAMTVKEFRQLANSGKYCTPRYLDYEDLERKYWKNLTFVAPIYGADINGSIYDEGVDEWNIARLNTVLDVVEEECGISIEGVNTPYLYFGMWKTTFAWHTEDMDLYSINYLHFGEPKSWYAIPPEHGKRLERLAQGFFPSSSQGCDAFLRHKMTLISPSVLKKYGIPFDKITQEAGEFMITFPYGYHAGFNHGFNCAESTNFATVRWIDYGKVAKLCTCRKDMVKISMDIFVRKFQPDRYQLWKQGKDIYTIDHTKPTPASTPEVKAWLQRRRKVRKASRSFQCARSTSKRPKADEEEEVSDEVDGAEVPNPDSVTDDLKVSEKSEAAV
PP1 inh: PP1-alpha phosphatase inhibitors, primary screen, counter-screen for PP5 inhibitor project, biochemical, fluorescence, OMFP substrate, single point | Serine/threonine-protein phosphatase PP1-alpha catalytic subunit (Homo sapiens), P62136 | purified PP1alpha | inhibition, % at 6.7 µM | 320,000 tested, 0.9% active;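 active = inhibition above the mean inhibition of all tested compounds plus 3 SD, computed separately for each screening campaign, cut at about 15% in these data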
Target sequence (P62136 whole entry, looked up): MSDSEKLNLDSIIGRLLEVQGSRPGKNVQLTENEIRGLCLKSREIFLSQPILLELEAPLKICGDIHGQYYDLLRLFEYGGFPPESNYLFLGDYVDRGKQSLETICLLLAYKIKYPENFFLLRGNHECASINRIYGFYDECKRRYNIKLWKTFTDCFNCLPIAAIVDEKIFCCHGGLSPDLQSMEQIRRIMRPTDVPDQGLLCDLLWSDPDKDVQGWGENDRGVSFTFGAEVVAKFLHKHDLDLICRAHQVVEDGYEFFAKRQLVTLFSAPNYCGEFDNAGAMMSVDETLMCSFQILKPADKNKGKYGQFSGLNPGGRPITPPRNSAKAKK
TPT1 inh: Candida albicans TPT1 enzyme inhibitors, primary screen, biochemical, fluorescence polarization; 300,000 tested, 0.81% active; AID 1962, 2009; inhibition, % at 5 µM; recombinant caTPT1, FP RNA substrate dephosphorylation; tRNA 2'-phosphotransferase TPT1 (Candida albicans SC5314);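 active = inhibition above the mean of all tested compounds plus 3 SD, set per screening campaign, cut at about 24% in these data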;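 also: plate controls were DMSO alone for no effect and ferristatin control at 100 nM for full effect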
core dimer inh: inhibitors of HCV core protein dimerization, primary screen, biochemical, TR-FRET, high-throughput; TR-FRET GST/Flag-core106 dimerization, 1536-well; inhibition, % at 5 µM; 300,000 tested, 0.33% active;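 active = inhibition above the mean of all tested compounds plus 3 SD, set per screening campaign, cut at about 45% in these data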
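Assay system: Tagged HCV core106 pair (GST and Flag) | Buffer or medium: KF-containing HEPES buffer, pH 7.45, DTT, CHAPS, BSA | Also added: Eu donor and XL665 acceptor anti-tag antibodies | Dosing: One concentration, 5 µM, in 0.5% DMSO | Timing: 4 h at 22.5 °C | Technique: TR-FRET 671 and 617 nm emission | Repeats: Singlicate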
Fh CTSL1 inh: Fasciola hepatica cathepsin L1 inhibitors, primary screen, counter-screen for PFM18AAP inhibitor project, biochemical, QFRET, fluorogenic peptide substrate; inhibition, % at 5.96 µM; AID 1906, 2009; recombinant F. hepatica cathepsin L1, Z-Leu-Arg-MCA fluorescence; 300,000 tested, 0.49% active;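 active = inhibition above the mean of all tested compounds plus 3 SD, set per screening campaign, cut at about 17% in these data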;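 also: 0% = plate median of test compound wells and 100% = 1 µM Z-Phe-Ala-diazomethylketone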
PREPL inhibitor: PREPL enzyme inhibitors, primary screen, biochemical, fluorescence polarization | recombinant PREPL, fluorescence polarization activity-based probe | Prolyl endopeptidase-like (Homo sapiens), Q4J6C6 | AID 2751, 2010 | inhibition, % at 5.96 µM | 320,000 tested, 0.68% active; in the data active = inhibition above about 43%;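 also: 0% = enzyme with DMSO and 100% = wells lacking enzyme; many of its hits are not listed in these tables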
LYPLA2 counter: LYPLA2 inhibitors, primary screen, counter-screen for PME1 inhibitor project, biochemical, fluorescence polarization, FP-Rh probe ABPP | AID 2177, 2009 | recombinant LYPLA2 | inhibition, % at 5.9 µM | Acyl-protein thioesterase 2 (Homo sapiens), O95372 | 320,000 tested, 0.38% active;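 active = inhibition above the screen-wide mean plus 3 SD, limit set per campaign, cut at about 26% in these data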;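 also: 0% = LYPLA2 with DMSO and 100% = wells lacking LYPLA2 enzyme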
Target sequence (O95372 whole entry, looked up): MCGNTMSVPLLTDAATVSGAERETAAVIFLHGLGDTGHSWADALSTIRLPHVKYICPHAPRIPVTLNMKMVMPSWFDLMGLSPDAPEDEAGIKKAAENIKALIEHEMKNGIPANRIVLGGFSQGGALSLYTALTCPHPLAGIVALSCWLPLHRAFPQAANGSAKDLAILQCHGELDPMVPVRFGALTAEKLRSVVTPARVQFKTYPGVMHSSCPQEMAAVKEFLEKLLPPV
PP5 inh: PP5 phosphatase inhibitors, primary screen, biochemical, fluorescence. 320,000 tested, 0.18% active. Serine/threonine-protein phosphatase 5 (Homo sapiens), P53041. inhibition, % at 6.7 µM. purified PP5c, OMFP substrate fluorescence. AID 1987, 2009;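 active = inhibition above the campaign's mean inhibition across all tested compounds plus 3 SD, cut at about 9.5% in these data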;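 also: 0% = DMSO only and 100% = 100 µM cantharidin control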
Efflux pump inh: inhibitors of Candida efflux pumps in yeast, primary screen, S. cerevisiae, Nile Red, multiplex. S. cerevisiae Candida pump triplex. inhibition, % at 10 µM. 330,000 tested, 0.44% active. AID 485275, 2010;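 active = plate passing quality check with inhibition over a set limit, or well fluorescence over plate mean plus 4 SD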;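 also: Nile Red retained in pooled yeast measured as flow cytometry median fluorescence; 0% = buffer negative control and 100% = Enniatin B positive control; higher means more Nile Red kept so more efflux inhibition; some compounds called inactive have numbers as strong as hits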
Active calls of the source: *; i = inactive; · = no result given. These rows are one share of the data; rates above refer to the full screens.

The opening six records as a preview:
Values run as follows: GASC-1 inh	PP1 inh	TPT1 inh	core dimer inh	Fh CTSL1 inh	PREPL inhibitor	LYPLA2 counter	PP5 inh	Efflux pump inh
1: O=C(Cn1c(=O)c(=O)n(Cc2ccccc2)c2ccc(Cl)cc21)Nc1cc(F)ccc1F
    45	0	1	21	0	-8	-2	6.4	0.1
2: COc1ccc2[nH]c3c(=O)n4c(nc3c2c1)SCCC4
    -22	-5	0	3	-1	7	-1	1.8	-0.1
3: CCOC(=O)c1ccc(S(=O)(=O)N2CCN(S(=O)(=O)CC)CC2)cc1
    -6	1	-2	-5	1	-5	5	-0.2	-0.2
4: Cc1ccc(-c2oc3ncnc(N)c3c2-c2ccc(C)cc2)cc1
    -6	-2	4	2	0	11	1	2.3	0.1
5: COc1ccccc1C(=O)NNc1ncc(C)s1
    7	0	-2	7	-1	5	-3	-0.5	-0.2
6: Cn1cc(S(=O)(=O)NC2CCCCC2)c(=O)n(C)c1=O
    -2	-3	-2	1	1	-10	-3	1.8	-0.1

The whole of this part, repeating the preview:
Values run as follows: GASC-1 inh	PP1 inh	TPT1 inh	core dimer inh	Fh CTSL1 inh	PREPL inhibitor	LYPLA2 counter	PP5 inh	Efflux pump inh
1: O=C(Cn1c(=O)c(=O)n(Cc2ccccc2)c2ccc(Cl)cc21)Nc1cc(F)ccc1F
    45	0	1	21	0	-8	-2	6.4	0.1
2: COc1ccc2[nH]c3c(=O)n4c(nc3c2c1)SCCC4
    -22	-5	0	3	-1	7	-1	1.8	-0.1
3: CCOC(=O)c1ccc(S(=O)(=O)N2CCN(S(=O)(=O)CC)CC2)cc1
    -6	1	-2	-5	1	-5	5	-0.2	-0.2
4: Cc1ccc(-c2oc3ncnc(N)c3c2-c2ccc(C)cc2)cc1
    -6	-2	4	2	0	11	1	2.3	0.1
5: COc1ccccc1C(=O)NNc1ncc(C)s1
    7	0	-2	7	-1	5	-3	-0.5	-0.2
6: Cn1cc(S(=O)(=O)NC2CCCCC2)c(=O)n(C)c1=O
    -2	-3	-2	1	1	-10	-3	1.8	-0.1
7: CCn1c(=O)c([N+](=O)[O-])c(NCC2CCCO2)c2ccccc21 (stereo not given)
    2	-3	0	6	-2	-5	-4	0.6	0.2
8: COc1ccc(CNCc2ccncc2)cc1OC
    -11	-2	-1	9	0	-1	3	2.6	0.0
9: Cc1cc(C(=S)N2CCOCC2)c(C)n1-c1ccc(Cl)cc1
    -5	-2	0	1	-4	4	-3	1.0	0.3
10: Nc1nnnn1/N=C/c1cc(Cl)cc(Cl)c1O
    -3	-2	-32	-7	2	1	4	0.8	0.0
11: CCCS(=O)(=O)c1nc(S(=O)(=O)c2ccc(C)cc2)c(N2CCC(C)CC2)s1
    -4	8	-1	11	5	0	-1	3.4	-0.1
12: O=C(Nc1c(C(=O)c2ccccc2)oc2ccccc12)c1cc(-c2ccccc2O)n[nH]1
    -7	1	2	14	0	1	-14	0.8	-0.5
13: O=C(NCc1cccnc1)c1ccc(Cl)c(S(=O)(=O)N2CCCCCC2)c1
    2	-3	-8	3	-6	-8	0	2.1	-0.3
14: CCOC(=O)c1c(C)c(C(=O)NCc2ccccc2OC)c(C)n1C
    5	-3	0	-2	-2	15	5	2.1	-0.2
15: CCCCNc1ccc(C(CC(N)=O)NC(=O)Cc2cccc3ccccc23)cc1[N+](=O)[O-] (stereo not given)
    -6	1	13	-3	0	10	-1	-3.0	0.3
16: O=C(CCc1c[nH]c2ccccc12)NCC1CCCO1 (stereo not given)
    0	0	-2	-5	-1	-6	-1	0.7	0.0
17: Cc1ccc(CNC(=O)CSc2ncn[nH]2)cc1
    8	-4	5	-4	-1	14	-1	-2.0	0.5
18: Cn1nc([N+](=O)[O-])nc1Sc1ccc(C(C)(C)C)cc1
    -1	-2	-1	6	5	1	1	-0.9	0.0
19: O=C(Cn1cnc2c(nnn2Cc2ccc(Cl)cc2)c1=O)NC1CCCC1
    1	-1	-1	4	2	2	3	-0.1	0.2
20: COc1ccc(-n2cc(CNC3CCOCC3)c(-c3cccc(F)c3)n2)cc1
    49	1	2	-1	3	-8	2	-2.2	-0.1
21: COc1ccc(NC(=O)Nc2nnc(C(C)C)s2)cc1
    -13	-4	2	-3	-4	5	1	-0.6	-0.1
22: Cc1cccc(NC(=O)CCc2ccccc2)c1C
    12	3	2	7	-3	11	0	3.5	0.0
23: Cc1ccc(-c2csc(Cc3nc(-c4cc5ccccc5oc4=O)cs3)n2)cc1
    -39	-2	2	-5	1	-1	-8	1.2	0.4
24: Cc1ccc(C(=O)N2CC(C)OC(C)C2)c(Cl)c1 (stereo not given)
    -1	-1	-2	-6	0	-1	0	0.3	0.0
25: CCN(CC)CCN1C(=O)C2C3c4ccccc4C(c4ccccc43)C2C1=O (stereo not given)
    -4	-3	-2	1	-2	18	-3	0.1	0.1
26: CC1=Nn2c(nc(-c3ccccc3)c2-c2ccccc2)N(CC(N)=O)C(=O)C1
    1	-2	-3	-4	-7	-2	-2	2.2	-0.2
27: Cc1cc(S(N)(=O)=O)c(N)c(S(N)(=O)=O)c1
    -2	0	5	-1	9	-7	-3	-7.4	-0.1
28: CCN(CC)CCNc1nc(-c2cccs2)c(CC(=O)O)s1
    -7	2	29*	-6	0	11	4	1.3	-0.1
29: O=C(Cc1ccccc1)Nc1ccc(N2CCOCC2)cc1
    3	-4	0	-15	3	26	1	4.2	-0.1
30: CNC(=O)c1cc(C(=O)c2ccccc2Br)c[nH]1
    -16	0	0	-6	0	13	-2	-0.4	0.3
31: O=C(c1cnc(Cl)c(Cl)c1)N1CCC(Cc2ccccc2)CC1
    -4	-1	-2	9	3	13	1	3.6	0.0
32: Cc1nc2c(c(=O)n1CCC(C)C)c1nc3ccccc3nc1n2CC1CCCO1 (stereo not given)
    -20	-5	3	9	-2	-6	2	2.2	-0.1
33: COc1ccc(C(C)=O)cc1COC(=O)CCNS(=O)(=O)c1ccc(C(C)=O)cc1
    4	-7	1	14	-8	4	-3	3.1	0.1
34: C#CCOCCOCCOCCNc1nc(N2CCN(C(=O)Cn3cc(CCCCN)nn3)CC2)nc(N2CCN(C(=O)[C@H]([C@@H](C)CC)n3cc(CCCN=C(N)N)nn3)CC2)n1
    ·	-2	-3	-3	-3	14	-1	1.4	0.0
35: COCCN(C(=O)COC(=O)c1ccc(C)s1)c1c(N)n(Cc2ccccc2)c(=O)[nH]c1=O
    0	-11	1	1	-2	6	-1	-1.3	0.0
36: Cc1ccc(C)c2[nH]c(=O)c(CN(CCN3CCCC3)C(=O)Nc3cccc(Cl)c3)cc12
    -6	3	6	1	1	-14	-6	1.0	0.3
37: Cc1cccc(-c2csc(NC(=O)c3cnccn3)c2C(=O)OC(C)C)c1
    -17	-5	2	4	-6	-21	4	-2.3	0.0
38: CCOc1ccc(CCNC(=O)COC(=O)c2ccc3c(c2)OCCO3)cc1OCC
    3	-2	2	2	0	2	0	0.9	0.1
39: CC(=O)Nc1ccc(C(=O)NCCN2CCOCC2)cc1
    -2	-6	-1	-1	-2	0	-5	1.8	0.0
40: Cc1cccc(C(C)C)c1NC(=O)c1c(-c2ccccc2)noc1C
    3	-1	-4	0	-2	3	8	3.3	0.0
41: O=C(/C=C/c1ccc(Cl)cc1)NC(=S)Nc1ccc(CN2CCOCC2)cc1
    16	1	0	4	6	3	-1	2.0	0.0
42: CCOC(=O)c1c(-n2cnnn2)sc(C)c1C
    4	7	0	3	2	2	2	-1.2	0.0
43: Cc1cc(C)n(-c2ccc(C(=O)Nc3cccc(S(=O)(=O)N(C)C)c3)cc2)n1
    7	-2	2	1	-2	10	-2	-0.3	0.1
44: NC(=S)Nc1cccc2cc3ccccc3cc12
    4	6	-63	-22	2	32	8	-0.3	-0.1
45: O=C(Nc1ccn(Cc2c(F)c(F)cc(F)c2F)n1)c1ccc(COc2ccccc2Cl)cc1
    -7	7	-5	6	1	-5	-24	3.7	0.0
46: CC1C=CCC2C(=O)N(c3cccc(C(=O)NCc4ccccc4)c3)C(=O)C12 (stereo not given)
    8	3	16	0	0	18	10	1.2	0.0
47: C=CCCN([C@@H](C)C(=O)OC)S(=O)(=O)c1ccccc1Br
    -8	-2	-1	2	-1	-7	3	-1.9	-0.1
48: O=c1ccc(Cl)nn1-c1ccccc1
    10	1	0	-5	-5	10	7	0.5	0.1
49: Cc1nc2nc[nH]n2c(=O)c1NS(=O)(=O)c1ccc(F)cc1
    -3	0	-1	-2	0	2	-5	0.9	-0.1
50: COc1ccc(/C=N/NC(=O)CNC(=O)c2ccncc2)cc1
    i	-5	-4	-3	-1	-1	-1	-2.2	-0.1
51: COc1ccc(CCNC(=O)C/C(C)=N/NC(=O)C23CC4CC(CC(C4)C2)C3)cc1OC
    -8	0	-3	-4	-9	13	3	0.1	0.3
52: Cn1nccc1C(=O)Nc1ccccc1C(=O)O
    -10	3	-1	-1	2	-2	-3	2.0	0.0
53: Cc1ccc[n+](CC(=O)c2ccc(NC(=O)c3ccccc3)cc2)c1C
    -7	5	-2	-3	0	18	3	0.6	0.0
54: Cc1cc(C)c(NS(=O)(=O)c2ccc3c(c2)NC(=O)CCS3)c(C)c1
    -21	-4	0	4	-1	-10	-1	2.4	0.0
55: O=C(Cn1nc(-c2ccccc2F)ccc1=O)NCc1ccc2c(c1)OCO2
    0	-2	0	3	-4	7	3	-0.4	0.0
56: C=C(C)c1cccc(C(C)(C)NC(=O)N2CCN(C)CC2)c1
    ·	-7	1	1	-2	9	-5	-2.4	0.6
57: O=C(CCS(=O)(=O)c1ccc(Br)cc1)Nc1cc(F)ccc1F
    0	-4	1	-22	2	-9	12	-0.2	-0.3
58: COc1cc(C(=O)NC(=S)NNC(=O)[C@H]2C[C@@H]2c2ccccc2)cc(OC)c1OC
    2	-4	-1	0	9	-4	-1	0.0	0.0

A second format for 3 compounds above.
11. CCCS(=O)(=O)c1nc(S(=O)(=O)c2ccc(C)cc2)c(N2CCC(C)CC2)s1
  GASC-1 inh: -4
  PP1 inh: 8
  TPT1 inh: -1
  core dimer inh: 11
  Fh CTSL1 inh: 5
  PREPL inhibitor: 0
  LYPLA2 counter: -1
  PP5 inh: 3.4
  Efflux pump inh: -0.1
12. O=C(Nc1c(C(=O)c2ccccc2)oc2ccccc12)c1cc(-c2ccccc2O)n[nH]1
  GASC-1 inh: -7
  PP1 inh: 1
  TPT1 inh: 2
  core dimer inh: 14
  Fh CTSL1 inh: 0
  PREPL inhibitor: 1
  LYPLA2 counter: -14
  PP5 inh: 0.8
  Efflux pump inh: -0.5
13. O=C(NCc1cccnc1)c1ccc(Cl)c(S(=O)(=O)N2CCCCCC2)c1
  GASC-1 inh: 2
  PP1 inh: -3
  TPT1 inh: -8
  core dimer inh: 3
  Fh CTSL1 inh: -6
  PREPL inhibitor: -8
  LYPLA2 counter: 0
  PP5 inh: 2.1
  Efflux pump inh: -0.3

Screening data deposited in PubChem BioAssay by several laboratories.
